TCR CD3 inh – inhibitors of human TCR-CD3 interaction; TAMRA-labeled TCR probe fluorescence, biochemical; inhibition, % at 9.4 µM; hit rate 0.37% among 360,000; in the data active means inhibition above about 19%;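 further: recombinant mutant TCR 2C K166C tagged with TAMRA read by polarization; 0% = receptor in buffer alone and 100% = receptor with positive control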
KLK7 zymogen act – proKLK7 (human) activation, primary screen | P49862 | purified proKLK7, EDANS-DABCYL substrate fluorescence; 100% is mature enzyme control, 0% vehicle | activation, % at 7 µM | hit rate 0.9% among 370,000;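 active means activation above the mean of all tested compounds plus 3 SD, computed per campaign excluding outliers beyond control limits, cut at about 13% in these data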
Target sequence (P49862 whole entry, looked up): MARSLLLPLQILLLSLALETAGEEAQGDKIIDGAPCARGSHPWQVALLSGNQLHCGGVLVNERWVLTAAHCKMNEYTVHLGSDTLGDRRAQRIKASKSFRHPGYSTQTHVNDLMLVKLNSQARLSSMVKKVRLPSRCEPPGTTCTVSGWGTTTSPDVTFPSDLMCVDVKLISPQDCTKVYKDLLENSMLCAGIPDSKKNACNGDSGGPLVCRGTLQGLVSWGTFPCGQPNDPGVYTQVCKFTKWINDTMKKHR
SIAE inh – inhibitors of human sialic acid acetylesterase SIAE | SIAE FP-Rh probe binding, fluorescence polarization | inhibition, % at 9.66 µM | hit rate 0.69% among 370,000;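 active means inhibition above a cutoff: mean of compounds within the control limits plus 3 SD of those, cut at about 17% in these data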;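 further: 0% = plate median of compound wells and 100% = probe without SIAE protein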
Tn7 DDE FP – disrupts Tn7 cyclic peptide binding to fibrin D-Dimer-E complex; P02675; FP displacement of FITC-Tn7 peptide from fibrin DD(E); 0% = median of compound wells per plate; inhibition, % at 8.3 µM; hit rate 0.13% among 370,000;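 active means inhibition above the mean of compounds falling within the control limits plus 3 SD of them, cut at about 14% in these data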;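 further: 0% = plate median of compound wells and 100% = 10 µM Aha-Tn7 peptide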
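Assay system: Human clot-derived fibrin DD(E) complex | Buffer or medium: Tris/NaCl/CaCl2 buffer, pH 7.8 | Repeats: One replicate per compound | Benchmarks: Aha-Tn7 high control | Measure: % inhibition scaled between sample-field median and high-control FP | Schedule: 10 min plus 3 h, room temperature | Signal: Fluorescence polarization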
Tn6 DDE FP – DD(E)-Tn6 binding inhibition, primary FP screen. P02675. Fibrin DD(E) TRITC-Tn6 fluorescence polarization displacement. inhibition, % at 8.3 µM. hit rate 0.21% among 370,000. AID 720509;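 active means inhibition above a per-campaign cutoff: mean of compounds within control limits plus 3 SD, cut at about 15% in these data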;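 further: 0% = median of all compound wells on the plate and 100% = blocking peptide control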
TDP2 absorb – TDP2 (human) inhibition, absorbance primary screen; recombinant TDP2, T5PNP hydrolysis, p-nitrophenol absorbance 415 nm; hit rate 0.34% among 370,000; inhibition, % at 12.8 µM;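 active means inhibition above the mean of all tested compounds plus 3 SD, set per campaign, cut at about 25% in these data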;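 further: 0% = DMSO with enzyme and 100% = buffer with substrate but no TDP2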
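Test system: Human TDP2 enzyme | Reagent: 5 mM T5PNP | Compound dosing: 12.8 µM single point, 1% DMSO | Incubation: Enzyme reaction with compound for 2 h at 37 °C | Technique: p-Nitrophenol epi absorbance | Read-out: % inhibition relative to enzyme-containing and enzyme-free wells | Benchmarks: High control without enzyme, low control DMSO plus TDP2 | Replicates: Singlicate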
MBD2 inh – blocks human MBD2 binding to methylated DNA. inhibition, % at 4.4 µM. Q9UBB5. TR-FRET, MBD2 binding to methylated oligonucleotide. AID 686964. hit rate 0.31% among 370,000; in the data active means inhibition above about 13%
LEDGF integ inh – blocks HIV-1 LEDGF/p75-dependent DNA integration; TR-FRET IN-LEDGF/p75 DNA integration, Eu/Cy5; inhibition, % at 3.7 µM; hit rate 0.64% among 370,000; AID 743269;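 active means inhibition above the screen-wide mean plus 3 SD, cut at about 13% in these data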;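 further: signal is the Cy5 over europium emission ratio at 671 and 618 nm; 0% = plate median of compound wells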
UHRF1 MBD2 ctr – UHRF1 methyl-DNA binding inhibition | Q96T88 | UHRF1 binding to methylated oligo, TR-FRET | inhibition, % at 4.4 µM | hit rate 0.75% among 370,000; in the data active means inhibition above about 21%;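 further: UHRF1 SRA domain binding a hemimethylated CpG hairpin DNA probe; 0% = median of test compound wells and 100% = reference inhibitor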
Target sequence (Q96T88 whole entry, looked up, the tested form may be a part): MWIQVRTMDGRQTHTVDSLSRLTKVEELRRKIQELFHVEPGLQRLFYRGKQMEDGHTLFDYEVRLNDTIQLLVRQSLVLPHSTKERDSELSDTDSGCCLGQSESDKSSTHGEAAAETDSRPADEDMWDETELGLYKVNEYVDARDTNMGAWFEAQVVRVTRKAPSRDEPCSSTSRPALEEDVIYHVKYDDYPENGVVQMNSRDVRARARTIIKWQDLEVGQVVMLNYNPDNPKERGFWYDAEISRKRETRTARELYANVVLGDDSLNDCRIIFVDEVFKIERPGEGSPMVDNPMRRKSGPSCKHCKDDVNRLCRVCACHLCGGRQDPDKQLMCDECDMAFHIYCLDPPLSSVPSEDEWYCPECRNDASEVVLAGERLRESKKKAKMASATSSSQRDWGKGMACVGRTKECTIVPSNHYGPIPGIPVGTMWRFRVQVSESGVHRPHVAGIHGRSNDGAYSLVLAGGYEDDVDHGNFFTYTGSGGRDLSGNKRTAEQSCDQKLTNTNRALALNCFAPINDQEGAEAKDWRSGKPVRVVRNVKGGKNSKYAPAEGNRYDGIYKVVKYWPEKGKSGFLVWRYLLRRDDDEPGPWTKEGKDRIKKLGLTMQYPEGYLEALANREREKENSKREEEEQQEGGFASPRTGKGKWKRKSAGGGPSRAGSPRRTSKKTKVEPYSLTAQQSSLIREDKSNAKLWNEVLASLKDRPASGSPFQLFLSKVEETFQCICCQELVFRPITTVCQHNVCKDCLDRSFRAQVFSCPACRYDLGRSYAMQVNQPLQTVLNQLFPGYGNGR
PRMT1 inh – blocks human protein arginine methyltransferase 1; inhibition, % at 2.79 µM; recombinant PRMT1, activity-based probe fluorescence polarization; Q99873; AID 652257; hit rate 1.3% among 370,000;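 active means inhibition above about 21% made by adding two undisclosed values, limit read from the data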
The depositor's hits bear a star; · = no result given. Compounds as they come; about 4.6% have a hit in one of these screens.

Screens in order – TCR CD3 inh	KLK7 zymogen act	SIAE inh	Tn7 DDE FP	Tn6 DDE FP	TDP2 absorb	MBD2 inh	LEDGF integ inh	UHRF1 MBD2 ctr	PRMT1 inh
1. CCCN(C(=O)c1cc2c(s1)CCC2)c1c(N)n(Cc2ccccc2)c(=O)[nH]c1=O
  3	-0.6	-2	3	-3	16	13*	4	11	2
2. Cc1cc(NC(=O)CSc2nc3ccccc3n2CC(=O)N2CC(C)CC(C)C2)no1 (configuration not stated)
  3	0.9	4	1	3	6	2	-3	0	-2
3. CCOc1ccc(OCCOCCN2CCCC2)cc1
  7	0.1	4	5	-8	21	3	2	-1	-2
4. CCn1nnc(-c2ccccc2NC(=O)c2cnccn2)n1
  -6	-0.5	-1	-2	3	-1	2	2	1	3
5. Cc1ccc(-n2c(SCC(=O)Nc3ncc(Cl)cc3Cl)nc3ccccc32)cc1
  4	-0.4	-6	2	-3	1	-7	2	-2	-2
6. C/C(=N\NC(=O)c1c(-c2ccccc2Cl)noc1C)c1cccc(NC(=O)C(C)C)c1
  2	-0.3	-4	-8	2	-6	-2	1	2	0
7. CC(C)c1nc(SCC(=O)N2CCCC2)c2ccccc2n1
  -2	0.1	9	6	1	1	2	-2	4	4
8. CC(C)=N/N=c1\scc(C)n1Cc1ccco1
  -9	-0.6	1	4	2	-1	6	-3	-2	4
9. COc1ccc(N2CCN(C(=O)CCCn3c(=O)c4cccn4c4cccnc43)CC2)cc1
  -3	0.9	10	1	2	5	3	0	3	3
10. CC1(C)CC(=O)C2=C(C1)OC(/N=C/N1CCCC1)=C(C#N)C2c1ccccc1 (configuration not stated)
  3	0.2	9	-1	5	10	-1	5	-5	-5
11. Cc1ccc(S(=O)(=O)N2C[C@]3(O)C[C@@H]4C(=O)N(c5ccccc5)C(=O)[C@@H]4C[C@]3(OC(=O)Nc3c(C)noc3C)C2)cc1
  -8	0.3	0	-5	6	-8	0	2	-2	-5
12. CC(=O)c1cccc(OCC(=O)N(C)CC(=O)NCc2ccco2)c1
  15	0.2	4	4	0	-7	22*	30*	49*	9
13. C#CCN(C[C@H]1[C@H](OC(=O)NCCCCCC)[C@H](OC(=O)NCCCCCC)CN(C(=O)OC(C)C)N1C(=O)OC(C)C)S(=O)(=O)c1ccc(C)cc1
  -2	0.0	-8	4	2	-4	8	-1	0	1
14. CCCCn1c(N)c(N(CCOC)C(=O)c2ccc(S(=O)(=O)N3CCCCCC3)cc2)c(=O)[nH]c1=O
  3	-0.1	1	5	0	8	1	-3	-1	-2
15. Cc1ccc2oc(=O)cc(/C=C/c3ccccc3)c2c1
  0	-0.6	-1	3	5	-2	0	-2	-2	-1
16. CCOc1cc(C(=O)Nc2cccc(C(C)=O)c2)ccc1OCC(=O)N1CCCCC1
  0	0.0	-6	4	-1	4	-2	-3	0	-1
17. CCC(C)[C@H](NC(=O)C1CCN(C(=O)[C@H](Cc2ccccc2)NS(=O)(=O)c2ccc(C)cc2)CC1)C(=O)O (some centres not stated)
  5	0.0	3	2	8	-8	0	-6	0	-3
18. Cc1nc2ccc(NC(=O)N3CCCCC3)cc2nc1C
  -9	35*	17	6	-1	-4	0	1	-2	2
19. CC1CCN(c2oc(-c3cccc4ccccc34)nc2C#N)CC1
  3	-2.7	-6	-2	-9	0	4	0	4	7
20. CS(=O)(=O)c1ccc(Cl)c(NC(=O)COC(=O)COc2ccc3c(c2)CCC3)c1
  -7	0.1	5	6	4	2	-2	-4	3	-1
21. Cc1ccc(S(=O)(=O)Cc2ccc(C(=O)NCc3ccc4c(c3)OCO4)o2)cc1
  2	-0.1	3	-1	4	2	3	2	-2	-2
22. CCN(CC)C(=O)O[C@H]1CC[C@@]23CCCN2C(=O)CCC[C@H]3[C@H]1C
  ·	·	5	7	2	-3	1	1	-3	-3
23. O=C(NC(=O)c1ccccc1N1CCCCC1)Nc1ccc(Br)cc1
  2	-0.3	2	-9	-9	-10	0	4	2	-3
24. O=S1(=O)c2c(cccc2N2CC[C@H](O)C2)O[C@@H]2CCN1C2
  ·	-0.5	6	5	0	0	0	1	1	-2
25. COc1ccc(-c2coc3cc4oc(=O)c(CC(=O)O)c(C)c4cc23)cc1
  7	-0.5	10	5	6	-2	7	1	-1	3
26. COc1ccc(N2CCN(C(=O)CNC(=O)Cc3ccc(Cl)cc3)CC2)cc1
  1	-0.1	2	2	0	5	-3	2	-3	1
27. O=C(NC1c2ccccc2-c2ccccc21)c1ccco1
  9	0.4	-1	1	6	3	2	-2	-3	-1
28. Cc1ccc(-c2c[n+](CC(=O)Nc3nc(-c4ccc(F)cc4)cs3)c3n2CCC3)cc1
  5	0.6	2	1	-7	0	2	-3	2	0
29. O=C1Cc2cc(S(=O)(=O)NCc3ccc(F)cc3)ccc2N1
  -1	0.2	-14	2	0	0	0	1	0	0
30. CCOC(=O)c1ccccc1NS(=O)(=O)c1c(C)nc2sccn2c1=O
  2	-0.4	2	-4	0	3	-4	-1	0	1
31. Cc1ccccc1CS(=O)(=O)Cc1ccc(C(=O)NCCc2ccccc2)o1
  -1	-0.9	-5	-6	-11	-8	6	-9	10	8
32. CCOC(=O)c1[nH]c(C)c(C(=O)NCc2ccc(OC)cc2)c1C
  -1	-0.1	-2	2	2	-2	2	-1	1	-1
33. Cc1ccc(NC(=S)NNC(=O)CSc2nnc(SCc3cccc4ccccc34)s2)cc1
  ·	0.2	-15	5	-8	-6	1	7	-8	-6
34. CCOC(=O)c1cccc(OS(=O)(=O)Cc2ccccc2)c1
  -7	0.2	1	-2	0	-4	3	4	-3	-2
35. Cc1ccc(C)c(S(=O)(=O)N(C)Cc2cccs2)c1
  0	-0.3	4	-2	-5	-21	-1	6	0	-7
36. COc1ccc(CN(C(=O)CNC(=O)c2ccco2)C(C(=O)NCC2CCCO2)c2ccc(OC)c(OC)c2)cc1 (configuration not stated)
  -6	0.4	0	3	0	-2	3	-2	-2	4
37. Cc1cnc(C)c(N2CCN(C(=O)C3CCC(=O)N(CCc4cccc(F)c4)C3)CC2)n1 (configuration not stated)
  -3	0.3	1	-5	-8	-3	6	-1	3	-1
38. Cc1c(C(=O)NCc2cccc(C(F)(F)F)c2)sc(=O)n1Cc1ccccc1F
  -3	-0.4	-9	1	7	-1	-3	1	1	8
39. NNC(=O)c1nc2ccccc2s1
  -7	-7.7	-2	6	-6	8	5	-5	-1	4
40. Cc1ccc(NC(=O)C(C)N2CCOCC2)c(C(=O)c2ccccc2)c1 (configuration not stated)
  6	0.1	1	-1	-2	12	-4	4	-1	-1
41. Cn1c(SCC(=O)NCc2cccs2)nnc1-c1ccncc1
  3	0.1	-3	-4	-5	-9	-4	1	2	1
42. CCCCCCn1cc(CN2CC(N3CCN(Cc4cccc(C)c4)CC3)CS2(=O)=O)nn1 (configuration not stated)
  5	0.2	1	-3	2	3	2	6	11	-8
43. O=C(CN1C(=O)CSC1=O)Nc1ccc(F)c(F)c1F
  -11	0.4	3	-3	0	5	-2	3	-2	-3
44. O=C(CCC(=O)N/N=C/c1ccc(Br)o1)N/N=C/c1ccc(Br)o1
  15	0.1	-3	2	12	2	5	3	20	0
45. O=C1CN(C(=O)c2cccc(S(=O)(=O)N3CCCC3)c2)c2ccccc2N1
  -3	0.1	-5	-8	-1	-9	2	4	3	0
46. O=C1C=C(NC2CCCCC2)CCC1
  1	-0.3	-3	-2	4	0	-4	1	-1	-3
47. CC1(C)C[C@@H](O)CC2(C1)C[C@]1(C)CC(O)[C@H]2C(C)(C)C1 (some centres not stated)
  -5	0.1	-1	4	-2	-1	-7	3	-2	-2
48. CCOC(=O)CC(=O)Nc1ccc(C)cc1
  2	-0.1	3	-11	-7	-9	-1	3	2	-2
49. CN(C)CCN(Cc1ccccc1)c1ccnc(N(C)C)c1C#N
  -3	5.8	-11	2	4	-7	7	4	6	4
50. CC(=O)N1c2ccc(S(=O)(=O)N3CCCC(C(=O)NC4CCCC(C)C4C)C3)cc2CC1C (configuration not stated)
  3	0.7	-3	5	2	-1	5	2	-2	-8
51. CSC1=NN(c2ccccc2)CN(c2ccccc2)N1C
  -5	-0.1	3	8	-1	5	8	-2	0	4
52. CCn1c(C(O)c2cccc(OC)c2OC)nc2ccccc21 (configuration not stated)
  10	0.5	1	2	2	5	-4	0	-2	-2
53. C=CCOc1ccc(/C=N/n2cncn2)cc1OC
  3	-0.2	-5	4	3	1	1	-2	0	2
54. CN(Cc1ccc(OC(F)F)cc1)C(=O)C1CCN(S(=O)(=O)c2ccc3c(c2)OCCO3)CC1
  -4	0.6	-3	0	5	-9	5	-3	2	3
55. CCCCC[C@H](C)N1C[C@@H](COCc2ccccc2)Oc2cc(N3CCC[C@@H]3COC)ccc2S1(=O)=O
  0	0.0	-3	-8	-5	6	0	0	0	-2
56. C[C@H](CO)N1C[C@H](C)[C@@H](CN(C)S(=O)(=O)c2ccccc2C#N)OCc2cn(nn2)CCCC1=O
  0	0.2	1	-6	3	4	8	1	0	4
57. Cc1cnc(NC(=O)c2ccc3ncsc3c2)s1
  1	0.3	-1	-3	5	-1	1	-2	-1	7
58. Cc1cc(NS(=O)(=O)c2ccc(NC(=O)COc3ccc(Cl)c(C)c3)cc2)no1
  4	-0.4	4	-7	0	18	-1	3	-2	2
59. O=C(Nc1ccccc1)n1cc(-c2ccccn2)c(N2CCOCC2)n1
  1	-0.9	5	1	-1	-6	-3	-2	2	3
60. CN(CCc1ccccc1)c1ccc([N+](=O)[O-])cn1
  -8	0.0	-7	4	-1	-4	3	-3	-1	4

Gathered by group: the compounds so far with a COOH group.
Screens in order – TCR CD3 inh	KLK7 zymogen act	SIAE inh	Tn7 DDE FP	Tn6 DDE FP	TDP2 absorb	MBD2 inh	LEDGF integ inh	UHRF1 MBD2 ctr	PRMT1 inh
17. CCC(C)[C@H](NC(=O)C1CCN(C(=O)[C@H](Cc2ccccc2)NS(=O)(=O)c2ccc(C)cc2)CC1)C(=O)O (some centres not stated)
  5	0.0	3	2	8	-8	0	-6	0	-3
25. COc1ccc(-c2coc3cc4oc(=O)c(CC(=O)O)c(C)c4cc23)cc1
  7	-0.5	10	5	6	-2	7	1	-1	3

New compounds follow.
Screens in order – TCR CD3 inh	KLK7 zymogen act	SIAE inh	Tn7 DDE FP	Tn6 DDE FP	TDP2 absorb	MBD2 inh	LEDGF integ inh	UHRF1 MBD2 ctr	PRMT1 inh
61. NC(=O)COC(=O)c1cccc(S(=O)(=O)N2CCCCC2)c1
  -2	0.1	16	0	8	4	0	-3	-1	-3
62. CSc1nc(S(=O)(=O)c2ccccc2)c(Cl)s1
  -4	0.7	4	2	1	1	5	1	-4	-3
63. O=C(CSc1nc2ncccc2[nH]1)Nc1ccc2c(c1)OCO2
  -4	0.4	0	3	1	1	5	-1	9	2
64. CN(C)CCNC(=O)/C(=C/c1cccc([N+](=O)[O-])c1)NC(=O)c1ccccc1
  -1	-0.8	2	6	-5	1	-3	4	-1	-3
65. NS(=O)(=O)c1ccc(-c2ccc(/C=N/NC(=O)c3ccccc3O)o2)cc1
  7	1.6	2	2	-7	-6	1	-6	-2	-1
66. COc1ccc(C(=O)NNC(=O)CSc2nnc(-c3cccnc3)o2)cc1
  -7	1.0	3	9	3	5	-2	0	2	-4
